# Screens as filed in PubChem.
# inhibitors of VEEV: inhibitors of VEEV TC-83 cytopathic effect, confirmation, Vero cells (AID 588727); Vero cells, VEEV TC-83 cytopathic effect inhibition; higher % means a stronger effect; inhibition, % at 20 µM; hits with a dose series show IC50 in µM; 0.13% of 350,000 active; in the data active means a potency from the dose series; inconclusive means inhibition mostly from about 14% at the one dose, without a potency; inactive means the rest, 99 in 100 with inhibition below about 12%; further: strong numbers were not always called active
# tuberculosis growth: growth inhibition of non-replicating M. tuberculosis (AID 488890); Mycobacterium tuberculosis non-replicating, growth inhibition; higher % means a stronger effect; inhibition, % at 25 µM, or IC50 in µM where a hit was titrated; 0.39% of 320,000 active; in the data active means a potency from the dose series; inconclusive means inhibition mostly from about 82% at the one dose, without a potency; inactive means the rest, 99 in 100 with inhibition below about 76%;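 further: plate controls were DMSO cells for no effect and high antibiotic wells for full effect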
# H1N1 NS1A inhibition: H1N1 influenza NS1A inhibitors, functional cell based assay (AID 504329) | NS1A functional cell-based assay, percent inhibition; higher % means a stronger effect | 0.3% of 340,000 active | inhibition, % at 12.5 µM, or IC50 in µM where a hit was titrated; in the data active means a potency from the dose series; inconclusive means inhibition above about 27% without an active follow-up result; further: strong numbers were not always called active
# M. tuberculosis HTS: M. tuberculosis growth inhibition, HTS (AID 449762). M. tuberculosis H37Rv growth inhibition, 7H9 media; higher % means a stronger effect. one-dose inhibition, % at 25 µM; IC50 in µM for titrated hits. 0.59% of 330,000 active; in the data active means a potency from the dose series; inconclusive means inhibition above about 70% without an active follow-up result;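 further: bacterial growth assessed after seven days of incubation; strong numbers were not always called active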
# Salmonella PhoP GFP: PhoP regulon inhibitors, Salmonella typhi PhoP promoter GFP reporter, confirmatory (AID 1850); Salmonella Typhi PhoP-promoter GFP reporter, fluorescence, 4 h; higher % means a stronger effect; inhibition, % at 50 µM, or IC50 in µM where a hit was titrated; 0.33% of 310,000 active; in the data active means a potency from the dose series; inconclusive means inhibition mostly from about 25% at the one dose, without a potency; inactive means the rest, 99 in 100 with inhibition below about 19%;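 further: 0% = induced wells with vehicle and 100% = uninduced wells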
# inhibitors of VEEV 10K pilot screen: recorded beside inhibitors of VEEV, whose call it bears; inhibition, %; measured here: 10K pilot screen inhibition
# * = called active by the depositor; i = inactive; ? = inconclusive; / = not tested or not shown.
SMILES,inhibitors of VEEV,tuberculosis growth,H1N1 NS1A inhibition,M. tuberculosis HTS,Salmonella PhoP GFP,others
Cc1ccc(C(=O)Cn2nnc3ccccc32)cc1,5.1%,55%,-6%,1%,12%,
COc1ccc(CNC(=O)Cn2nc(C(F)(F)F)c3c2CCC3)cc1,i,0%,-5%,5%,-9%,
CN(C)CC(C)(C)CNS(=O)(=O)c1ccc(Cl)s1,0.4%,-1%,0%,-5%,-2%,
Cc1ccccc1-c1ccccc1CN1[C@@H](C(C)C)COCCS1(=O)=O,0.2%,/,17%,/,/,
CC(C)C(=O)NNc1ccccc1,1.0%,19%,-4%,?,-9%,
COc1ccc(-n2nc(C(=O)NCC(=O)N3CCOCC3)c3ccccc3c2=O)cc1Cl,1.4%,-5%,-5%,1%,4%,
COc1cc(NS(=O)(=O)c2ccc(NC(=O)COc3ccc(C)cc3)cc2)nc(OC)n1,5.8%,53%,-3%,5%,7%,
COC(=O)C1=C(C)NC(=O)CC1c1cccc(OC)c1OC (centres undefined),i,3%,6%,-2%,-2%,
CCOc1ccc(OCCCC(=O)NC2=NCCS2)cc1,i,/,0%,1%,-3%,
Cc1c(C(=O)O)oc2ccc3c(c12)C(O)CC(C)(C)O3 (centres undefined),0.1%,5%,-16%,8%,-1%,
O=c1c2ccccc2oc2nc3n(c(=O)c12)CCCS3,0.8%,?,-17%,?,-13%,
NC(=O)c1ccc(NC(=O)COc2cccc3c2CCNC3=O)cc1,i,/,6%,/,/,
Cc1cccc(Cl)c1NC(=S)NN,1.3%,39%,-1%,26%,-5%,
CC12CCC(=O)N1C(C(=O)N1CCN(c3cccc(Cl)c3)CC1)CS2 (centres undefined),7.7%,2%,-14%,-8%,/,
CCN(C[C@H]1N[C@@](CC)(C(=O)OC)[C@H]2C(=O)N(C)C(=O)[C@@H]12)C(=O)Nc1ccc(OC)cc1,0.6%,13%,3%,6%,/,
CC(C)(CNC(=O)c1cccc(S(=O)(=O)NCc2ccccc2)c1)N1CCOCC1,2.3%,-9%,-17%,1%,-1%,
Cc1cc(NCc2cccnc2)nc(N)n1,0.2%,-18%,-4%,-5%,-3%,
COCCn1c(C)cc(C(=O)COC(=O)/C=C/c2c(C)nn(C3CCS(=O)(=O)C3)c2Cl)c1C (centres undefined),4.8%,-1%,-9%,22%,-1%,
O=C(OCC(=O)N(C1CCCCC1)C1CCCCC1)c1ccc(Cl)nc1,i,11%,6%,-7%,/,
O=C(COC(=O)CC1c2ccccc2CCN1S(=O)(=O)c1ccccc1)Nc1ccccc1 (centres undefined),0.3%,-1%,-4%,-4%,-5%,
O=C(Nc1ccccc1)N1CCN(c2ccc(C(F)(F)F)cn2)CC1,3.0%,30%,4%,-4%,-7%,
Cn1cc(Br)c(C(=O)NNC(=O)c2cccc(Br)c2)n1,7.6%,10%,-4%,-2%,2%,
NS(=O)(=O)c1cccc(NC(=O)c2cc(-c3cccs3)nc3ccccc23)c1,10.0%,8%,-10%,-1%,7%,
Cc1ccc(C(=O)NC(=S)N2CCCCCC2)cc1,2.0%,46%,-18%,?,/,
Cc1ccc(-n2nnnc2SCC(=O)N2CCN(C(=O)c3ccco3)CC2)c(C)c1,0.9%,9%,7%,-2%,-7%,
CCCCCC(=O)N/N=C(\C)c1ccc(NC(=O)c2ccco2)cc1,5.7%,10%,-2%,-7%,1%,
Cc1cc(=O)oc2c3c(cc(OCC(=O)NCC4CCC(C(=O)O)CC4)c12)OC(C)(C)CC3 (centres undefined),1.1%,-6%,3%,0%,-10%,
COC(=O)c1cccc(N2C(=O)c3ccccc3S2(=O)=O)c1,0.3%,12%,3%,-4%,-7%,
O=C(O)c1ccccc1NS(=O)(=O)c1ccc2c3c(cccc13)C(=O)N2,3.2%,-12%,6%,3%,9%,
COc1ccc(OCc2cc(=O)[nH]c3ccccc23)cc1,0.6%,-13%,-5%,8%,-6%,
CCOc1ccccc1N1CCN(C(=O)C2c3ccccc3Oc3ccccc32)CC1,4.4%,28%,1%,-6%,-9%,
C1CCC(n2nnnc2CN2CCN(C3CCCC3)CC2)CC1,1.4%,-38%,-2%,6%,25%,
Cc1cc(C)cc(NC(=O)C(c2ccccc2)N2CCN(CC(=O)N3CCCC3)CC2)c1 (centres undefined),1.6%,/,-7%,/,/,
COc1ccccc1NC(=O)c1cc2ccccc2nc1C,0.9%,-9%,0%,17%,4%,
Cc1nc2cc(-c3ccccc3)[nH]n2c(=O)c1C,i,20%,-5%,8%,-6%,
CCCc1nnc(SCC(=O)Nc2ccc(C(=O)OCC)cc2)o1,9.6%,?,1%,?,-15%,
Cc1cc2c(=O)n(C)c(SCC(=O)Nc3ccccc3)nc2s1,1.9%,-6%,3%,6%,1%,
O=C(N/N=C\c1ccc(Br)cc1)c1ccc(Cn2cccn2)o1,0.2%,-12%,-6%,5%,9%,
Cc1ccc(S(=O)(=O)C(c2ccccc2)c2c(C)noc2C)cc1 (centres undefined),i,8%,-3%,0%,-1%,
CCCCNC(=O)N1CCN(c2ccccc2OCC)CC1,0.4%,47%,6%,-2%,-2%,

# An excerpt from above in order of number of heavy atoms, low to high:
SMILES,inhibitors of VEEV,tuberculosis growth,H1N1 NS1A inhibition,M. tuberculosis HTS,Salmonella PhoP GFP,others
Cc1nc2cc(-c3ccccc3)[nH]n2c(=O)c1C,i,20%,-5%,8%,-6%,
COc1ccccc1NC(=O)c1cc2ccccc2nc1C,0.9%,-9%,0%,17%,4%,
Cc1ccc(S(=O)(=O)C(c2ccccc2)c2c(C)noc2C)cc1 (centres undefined),i,8%,-3%,0%,-1%,
CCCCCC(=O)N/N=C(\C)c1ccc(NC(=O)c2ccco2)cc1,5.7%,10%,-2%,-7%,1%,
O=C(O)c1ccccc1NS(=O)(=O)c1ccc2c3c(cccc13)C(=O)N2,3.2%,-12%,6%,3%,9%,
Cc1ccc(-n2nnnc2SCC(=O)N2CCN(C(=O)c3ccco3)CC2)c(C)c1,0.9%,9%,7%,-2%,-7%,
Cc1cc(C)cc(NC(=O)C(c2ccccc2)N2CCN(CC(=O)N3CCCC3)CC2)c1 (centres undefined),1.6%,/,-7%,/,/,

# (further entries)
SMILES,inhibitors of VEEV,tuberculosis growth,H1N1 NS1A inhibition,M. tuberculosis HTS,Salmonella PhoP GFP,others
COCCN(C(=O)COC(=O)C(c1ccccc1)c1ccccc1)c1c(N)n(Cc2ccccc2)c(=O)[nH]c1=O,2.8%,41%,-5%,24%,7%,
COc1ccc(-c2c(C)nn3c(N4CCCCCC4)cc(C)nc23)cc1OC,2.1%,47%,-13%,?,-2%,
O=C(COc1ccc2c3c(c(=O)oc2c1)CCC3)NCCCN1CCCC1=O,1.4%,-8%,-4%,4%,1%,
O=C1N[C@@H](c2ccccc2)COC(=O)[C@H](Cc2ccc(F)cc2)C/C=C\C[C@@H]1CC(=O)N(CCO)Cc1ccccc1,1.3%,64%,5%,8%,/,
O=C(OCc1ccc(Br)cc1)c1cccnc1Cl,0.5%,?,0%,-2%,2%,
CN1CCN(Cc2cc3c(cc2[N+](=O)[O-])OCO3)CC1,1.0%,-7%,-19%,4%,-3%,
Cc1cccc(CN2CCC(C(=O)Nc3cccc(-c4cccc(F)c4)c3)CC2)n1,2.6%,69%,-2%,48%,-5%,
CCCC(=O)Nc1ccc(-c2nc3ncccc3o2)cc1,0.4%,-5%,0%,3%,7%,
Cc1ccc(C(C(=O)NC(C)(C)C)N(CC2CCCO2)C(=O)CCC(=O)Nc2ccccn2)cc1 (centres undefined),1.1%,15%,-5%,7%,-12%,
CCOC(=O)N1CCN(C(=O)c2cc3sccc3n2C)CC1,0.5%,6%,-4%,2%,1%,
COC(=O)C(CC(C)C)NC(=O)c1cc(OC)c(OC)c(OC)c1 (centres undefined),6.9%,16%,4%,-1%,-5%,
CC(=O)N(C)c1ccc(NC(=S)Nc2cccc3ccccc23)cc1,10%,26%,0%,5%,-10%,
Cc1ccc(S(=O)(=O)/N=C(\CSC(N)=O)Nc2ccccc2)cc1,6.5%,-10%,12%,0%,18%,
O=C1CCCN1c1ccc(S(=O)(=O)N2CCCCC2)cc1,0.7%,-3%,-6%,-1%,7%,
Fc1ccccc1OCCSc1ncnc2nc[nH]c12,0.7%,4%,3%,5%,-6%,
COC(=O)c1ccccc1S(=O)(=O)NNC(=O)C1COc2ccccc2O1 (centres undefined),0.5%,/,6%,/,/,
COc1ccnc(CS(=O)c2nc3cc(C(O)(F)F)ccc3[nH]2)c1OC (centres undefined),i,-4%,15%,2%,-15%,
Clc1ccc2c(NCc3ccccc3)ccnc2c1,i,79%,-6%,3%,11%,
Cc1cccc2nc(CNc3ccc(F)cc3)cn12,0.6%,-7%,6%,0%,-8%,
COc1ccc(C2c3sc(=O)[nH]c3SC3C4CCC(C4)C23)cc1OC (centres undefined),4.5%,-8%,2%,-3%,7%,
O=C(COc1ncnc2ccccc12)NC(=O)NCc1ccccc1,i,3%,-4%,-3%,-4%,
COc1cccc(NC(=O)C2CCCN(S(=O)(=O)c3ccc(-n4cnnn4)cc3)C2)c1 (centres undefined),1.2%,19%,0%,-7%,1%,
COc1ccc(Cc2nnc(SCC(=O)N(C)c3ccccc3)o2)cc1,3.0%,-9%,-15%,0%,-6%,
O=C1CC(SCCc2nc3ccccc3[nH]2)C(=O)N1c1ccc(Cl)cc1 (centres undefined),i,3%,6%,-7%,0%,inhibitors of VEEV 10K pilot screen=0.7
CCCCn1c(O)c(C=NCCCN(CC)CC)c(=O)[nH]c1=O,0.2%,-7%,-4%,4%,-2%,
CSc1ncccc1C(=O)Nc1ccc(S(=O)(=O)N2CCCC2)cc1,i,2%,-2%,-12%,/,
C=CCn1c(SCCOc2ccc(OC)cc2)nnc1C(CO)NC(=O)c1ccc(OC)cc1 (centres undefined),0.7%,9%,6%,0%,-13%,
CC(NC(=O)N1CCN(c2ccccc2F)CC1)c1ccc(F)c(F)c1 (centres undefined),1.0%,0%,1%,-5%,-9%,
S=c1[nH]nc(-c2cccs2)n1Cc1ccccc1,1.3%,-9%,11%,4%,12%,
Cc1coc2cc3oc(=O)c(CC(=O)N[C@@H](CC(C)C)C(=O)O)c(C)c3cc12,0.3%,-6%,-17%,-2%,-1%,
O=C(Nc1cccc(N=Cc2cc(Cl)cc(Br)c2O)c1)c1ccco1,0.4%,?,2%,3%,97µM*,
O=C(CN(C(=O)c1csnn1)c1ccc2c(c1)OCCO2)NCc1ccc(F)cc1,i,0%,-3%,-1%,-7%,
CCCCN(C(=O)C1CCCC1)c1c(N)n(CC(C)C)c(=O)[nH]c1=O,i,12%,12%,4%,/,
O=C(O)c1ccc(CNC(=S)Nc2ccccc2)cc1,1.3%,-16%,9%,1%,2%,
O=C(CN1C(=O)NC2(CCCC2)C1=O)NCCC1=CCCCC1,0.5%,-22%,-15%,-8%,5%,
O=C(/C=C/c1ccc(S(=O)(=O)N2CCOCC2)cc1)N(CCO)Cc1ccccc1,2.9%,-13%,-10%,-1%,-3%,
CCCCS(=O)(=O)Nc1ccc2c(c1)ncn2C1CCCCC1,0.6%,33%,0%,18%,-3%,
CC(C)Oc1cccc(C(=O)Nc2ccc(Br)cc2F)c1,i,67%,11%,-3%,-2%,
O=C(NC(=S)Nn1cnnc1)c1ccc(F)cc1Cl,2.5%,-5%,-10%,0%,-22%,
O=c1cc(CN2CCN(c3ccccc3O)CC2)nc2sccn12,5.4%,-5%,3%,0%,8%,

# Not a retest: entries from further up.
SMILES,inhibitors of VEEV,tuberculosis growth,H1N1 NS1A inhibition,M. tuberculosis HTS,Salmonella PhoP GFP,others
CCCCn1c(O)c(C=NCCCN(CC)CC)c(=O)[nH]c1=O,0.2%,-7%,-4%,4%,-2%,
CSc1ncccc1C(=O)Nc1ccc(S(=O)(=O)N2CCCC2)cc1,i,2%,-2%,-12%,/,

# (cont.)
SMILES,inhibitors of VEEV,tuberculosis growth,H1N1 NS1A inhibition,M. tuberculosis HTS,Salmonella PhoP GFP,others
CCOC(=O)CN(c1ccccc1C)S(=O)(=O)c1ccc(Cl)cc1,4.3%,9%,-17%,8%,-2%,
C=CCN1CCN(C(=O)c2c(-c3ccccc3)noc2C)CC1,5.4%,-5%,2%,0%,-4%,
OC(CNCC(c1ccc(Cl)cc1Cl)c1c[nH]c2ccccc12)c1ccccc1 (centres undefined),i,i,6%,17µM*,-5%,
Cc1ccc(NC(=O)CN2C(=O)NC(C)(c3ccc(Cl)cc3)C2=O)cc1S(=O)(=O)N1CCOCC1 (centres undefined),4.3%,14%,-6%,5%,11%,
CC1(C)S[C@@H]2[C@H](N=CN3CCCCCC3)C(=O)N2[C@H]1C(=O)O,/,-26%,/,-1%,20%,
CC(=O)Nc1ccc(S(=O)(=O)Nc2cccc(C(=O)NC(C)(C)C)c2)cc1,0.8%,6%,-1%,-2%,-11%,
